STAT3 activator: IL-6 driven STAT3 reporter potentiators, primary screen, U3A cells, luciferase, luminescence, MLSCN library; IL-6 STAT3-luciferase reporter; 100% = signal with IL-6 EC80 alone; hit rate 0.91% among 190,000; activation (% of control), % at 5.6 µM;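 active = activation above the screen-wide mean of compound activation plus 3 SD, cut at about 130% in these data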;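 note: 0% = background luminescence of wells with medium and substrate only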
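Test system: Human STAT1-deficient U3A cells with stable STAT3-luciferase reporter | Also added: Interleukin-6, 33 ng/mL | Timing: Compound pre-incubation 1 h before IL-6, then 6 h stimulation at 37 °C | Technique: Luciferase reporter luminescence | Read-out: Percent of IL-6-only median luminescence | Benchmarks: IL-6-only wells as 100% reference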
STAT1 activator: STAT1 signaling activators, primary screen, cell-based, HTS, luciferase reporter | NIH 3T3 STAT1-luciferase reporter, IFN-gamma, luminescence; 100% = IFN-gamma alone, no compound | hit rate 2.6% among 200,000 | activation (% of control), % at 5.5 µM;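 active = activation above the screen-wide mean activation plus 3 SD, cut at about 130% in these data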;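 note: raw ratio to IFN-gamma control signal so 100% means no change and 0% no light; values of inactives mirror those of a sister screen read the other way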
APP transl inh: inhibitors of APP translation via 5'UTR reporter, primary screen, APP 5'UTR luciferase, SH-SY5Y cells | hit rate 0.82% among 190,000 | AID 1285, 2008 | SH-SY5Y APP 5'UTR-luciferase reporter, luminescence | inhibition, % at 2 µM;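 active = inhibition above a set limit, derived from the sample mean plus 3 SD, cut at about 45% in these data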; note: values of inactives mirror those of a sister screen read the other way
ROMK primary: ROMK potassium channel modulators, primary screen, cell-based, thallium flux, MLSMR library; AID 1918, 2009; hit rate 2% among 130,000; B-score at 10 µM; ATP-sensitive inward rectifier potassium channel 1 (Homo sapiens), P48048; Tet-inducible ROMK, thallium flux fluorescence; actives lie on both sides;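 active = signal ratio slope over the read window, or its plate-corrected B-score, at least 3 SD from the plate mean, either direction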;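 note: B-score of the F/F0 ratio slope over 7 to 12 s after thallium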
Target sequence (P48048 whole entry, looked up): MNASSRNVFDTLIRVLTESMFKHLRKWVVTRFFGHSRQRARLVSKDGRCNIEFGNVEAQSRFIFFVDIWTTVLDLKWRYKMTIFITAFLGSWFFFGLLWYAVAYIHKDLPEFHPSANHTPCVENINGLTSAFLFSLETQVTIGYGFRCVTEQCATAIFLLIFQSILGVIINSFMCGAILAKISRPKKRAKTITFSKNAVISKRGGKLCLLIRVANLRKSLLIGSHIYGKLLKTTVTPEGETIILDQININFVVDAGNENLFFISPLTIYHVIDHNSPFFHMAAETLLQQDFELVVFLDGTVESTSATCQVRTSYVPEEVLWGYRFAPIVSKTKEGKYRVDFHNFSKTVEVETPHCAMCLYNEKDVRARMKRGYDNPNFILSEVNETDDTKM
FLuc inhib CS: firefly luciferase enzyme inhibitors, primary screen, artefact control for luciferase-based inhibitor screens, biochemical, luminescence, ATPLite; inhibition, % at 10 µM; Luciferin 4-monooxygenase (Photinus pyralis), P08659; AID 1006, 2008; 10 min; hit rate 1.5% among 200,000;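 active = inhibition above about 50% when tested at 10 µM, limit read from the data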
Target sequence (P08659 whole entry, looked up): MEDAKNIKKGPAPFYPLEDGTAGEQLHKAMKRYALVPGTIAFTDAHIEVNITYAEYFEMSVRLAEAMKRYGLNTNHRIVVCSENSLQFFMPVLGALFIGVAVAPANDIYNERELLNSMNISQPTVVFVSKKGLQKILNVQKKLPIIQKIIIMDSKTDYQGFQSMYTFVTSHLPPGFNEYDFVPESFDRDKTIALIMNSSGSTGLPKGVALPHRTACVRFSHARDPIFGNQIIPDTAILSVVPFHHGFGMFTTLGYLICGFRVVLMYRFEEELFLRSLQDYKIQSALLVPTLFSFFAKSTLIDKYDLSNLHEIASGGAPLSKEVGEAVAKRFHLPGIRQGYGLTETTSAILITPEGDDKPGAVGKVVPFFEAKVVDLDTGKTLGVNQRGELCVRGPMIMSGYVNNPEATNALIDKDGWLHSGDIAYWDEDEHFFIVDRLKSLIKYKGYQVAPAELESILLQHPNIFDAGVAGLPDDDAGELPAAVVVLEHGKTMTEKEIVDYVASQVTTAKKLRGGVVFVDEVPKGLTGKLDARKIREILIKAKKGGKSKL
STAT3 inh: IL-6 driven STAT3 reporter inhibitors, primary screen, U3A cells, luciferase, luminescence, MLSCN library. IL-6 STAT3-luciferase reporter; host cell line lacks STAT1. inhibition, % at 5.5 µM. hit rate 0.89% among 190,000. AID 862, 2007;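 active = inhibition above the mean inhibition across all screened compounds plus 3 SD, cut at about 44% in these data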;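 note: 0% = DMSO only wells and 100% = 100 µM nifuroxazide control wells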
NF-kB neuron act: activators of NF-kB expression in neurons, primary screen, cell-based, HTS; AID 1239, 2008; fold change at 12.5 µM; human neuronal cells, NF-kB reporter expression; hits give high values; hit rate 1.6% among 190,000; in the data active = fold change above about 3.3
STAT1 blocker: STAT1 signaling inhibitors, primary screen, cell-based, HTS, luciferase reporter; AID 920, 2007; inhibition, % at 5.5 µM; NIH 3T3 STAT1-luciferase reporter, IFN-gamma, luminescence; hit rate 0.35% among 200,000;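 active = inhibition above a set limit, the mean inhibition across all tested compounds plus 3 SD, cut at about 34% in these data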;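 note: 0% = IFN-gamma with DMSO and 100% = IFN-gamma with 300 µM nifuroxazide; values of inactives mirror those of a sister screen read the other way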
APP 5'UTR act: activators of APP 5'UTR luciferase reporter, primary screen, SH-SY5Y cells | hit rate 1% among 190,000 | SH-SY5Y APP 5'UTR luciferase reporter, luminescence; zero percent = DMSO vehicle wells | activation, % at 2 µM;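 active = activation above a set limit, based on mean plus 3 SD of controls, cut at about 140% in these data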; note: values of inactives mirror those of a sister screen read the other way
FLuc stim CS: FLuc activators, initial screening, artefact control for FLuc-dependent activation tests, biochemical, ATPlite luminescence; Luciferin 4-monooxygenase (Photinus pyralis), P08659; ATPlite luciferase biochemical, 10 min; 0 = ATP-free wells, 1 = DMSO control; activation factor at 10 µM; 200,000 tested, under 10 active;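 active = luciferase activation factor, scaled between plate controls, of at least 2 with compound at 10 µM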
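assay system = Luciferase/luciferin detection reagent, cell-free biochemical luciferase assay | also added = ATP substrate | times = 10 min post-reagent at room temperature | measured by = luminescence from luciferase reaction | measure = luciferase activation, seen as luminescence increase over controls | benchmarks = low control with PBS replacing ATP, high control enzyme plus ATP without compound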
The depositor's hits bear a star; nt = not tested or not shown.

Field names: A = STAT3 activator; B = STAT1 activator; C = APP transl inh; D = ROMK primary; E = FLuc inhib CS; F = STAT3 inh; G = NF-kB neuron act; H = STAT1 blocker; I = APP 5'UTR act; J = FLuc stim CS
> O=C(O)c1cc(S(=O)(=O)Nc2ccc3oc(=O)sc3c2)ccc1O
  A: 98.5; B: 109.7; C: -4.2; D: 0.3; E: -8.7; F: 2.4; G: 1.11; H: -10.7; I: 4.2; J: 1.1

> COC(=O)n1c(SC)nc2ccccc21
  A: 108.7; B: 96.2; C: -8.5; D: -0.213; E: -8.5; F: -1.1; G: 0.93; H: 4.2; I: 8.5; J: 1.1

> CCOC(=O)C1CCN(C(=O)Cn2cc(C(=O)c3ccco3)c3ccccc32)CC1
  A: 100.7; B: 102.2; C: -1.2; D: 0.538; E: -6.7; F: 2.9; G: 0.93; H: 0.2; I: 1.2; J: 1.1

> CCn1c(/C=C2/C(=O)N(C)c3ccccc32)nc2ccccc2c1=O
  A: 121.5; B: 99.7; C: 2.4; D: 0.00198; E: -3.0; F: -17.1; G: 0.39; H: 0.3; I: -2.4; J: 1

> COc1cc(C2C(C(=O)Nc3ccccc3OC)=C(C)Nc3ncnn32)ccc1O (configuration not stated)
  A: 95.4; B: 96.0; C: 7.6; D: nt; E: -7.3; F: 13.9; G: 0.89; H: 4.4; I: -7.6; J: 1.1

> O=C(Nc1cccc(C(=O)O)c1)/C(=C\c1ccccc1)NC(=O)c1ccccc1
  A: 96.9; B: 104.6; C: 3.2; D: 0.0597; E: -8.2; F: 5.9; G: 1.41; H: -5.5; I: -3.2; J: 1.1

> Cc1csc(NC(=O)C2CCCO2)n1 (configuration not stated)
  A: 104.0; B: 98.9; C: 0.1; D: nt; E: -6.4; F: 0.2; G: 0.92; H: 1.2; I: -0.1; J: 1.1

> CCNC(=O)NC(=O)C(C)Oc1ccc(C(=O)OC)cc1 (configuration not stated)
  A: 93.4; B: 92.2; C: -10.1; D: nt; E: -3.3; F: 17.3; G: 0.85; H: 8.6; I: 10.1; J: 1

> CCc1nc(SCC(=O)N2CCN(c3ccccc3)CC2)c2c(=O)n(C)c(=O)n(C)c2n1
  A: nt; B: 98.2; C: -9.9; D: nt; E: -2.3; F: nt; G: 1.18; H: 0.6; I: 9.9; J: 1

> Cc1cc(C)c(NC(=O)CO/N=C2\CCCc3nonc32)c(C)c1
  A: 96.3; B: 93.0; C: 8.6; D: -0.49; E: -4.6; F: 5.3; G: 1.18; H: 7.8; I: -8.6; J: 1

> O=C(Nc1cccc([N+](=O)[O-])c1)c1ccc2nc(N3C(=O)CCC3=O)sc2c1
  A: 91.2; B: 98.3; C: -3.6; D: -0.373; E: -2.8; F: 16.7; G: 0.81; H: 1.9; I: 3.6; J: 1

> N#Cc1c(NC(=O)COC(=O)C2CC3C=CC2C3)oc(-c2ccccc2)c1-c1ccccc1 (configuration not stated)
  A: 110.8; B: 99.2; C: -15.2; D: nt; E: -0.6; F: -12.0; G: 1.18; H: 0.9; I: 15.2; J: 1

> O=C(O)c1cc(S(=O)(=O)N2CCOCC2)ccc1N1CCCCC1
  A: 102.0; B: 102.7; C: 10.2; D: 1.24; E: -4.1; F: -0.2; G: 1.04; H: -3.5; I: -10.2; J: 1

> COc1ccc2nc(/C=N/NC(=O)[C@H](CCSC)NC(=O)OC(C)(C)C)ccc2c1
  A: 102.9; B: 101.0; C: -17.1; D: -1.12; E: -7.7; F: -3.3; G: 1.15; H: -1.2; I: 17.1; J: 1.1

> COc1cccc(C(=O)CSc2nnc(-c3ccco3)n2CC2CCCO2)c1 (configuration not stated)
  A: 96.5; B: 93.5; C: -14.1; D: 0.788; E: -7.1; F: 7.2; G: 1.1; H: 7.1; I: 14.1; J: 1.1

> O=S(=O)(c1cccs1)N1CCC(CO)(Cc2cccc(F)c2)CC1
  A: 99.8; B: 98.5; C: 6.5; D: -0.942; E: 0.4; F: 7.3; G: 1.18; H: -0.4; I: -6.5; J: 1

> Cc1ccc(C(=O)Oc2ccc([N+](=O)[O-])cc2)cc1S(=O)(=O)N1CCCCCC1
  A: 107.2; B: 88.2; C: 3.5; D: 1.26; E: -4.4; F: -10.5; G: 1.45; H: 12.7; I: -3.5; J: 1

> COc1ccc(-c2noc(CSc3nc(N)c(-c4ccccc4)c(=O)[nH]3)n2)cc1
  A: 108.0; B: 101.4; C: -1.1; D: nt; E: -6.6; F: -3.7; G: 0.94; H: -1.5; I: 1.1; J: 1.1

> CCOc1ncccc1C(=O)OC(C)C(=O)Nc1ccc(CC)cc1 (configuration not stated)
  A: 99.0; B: 94.7; C: 8.3; D: -0.0568; E: -6.2; F: 2.9; G: 1.08; H: 3.3; I: -8.3; J: 1.1

> O=S(=O)(c1ccc2nc(SCc3ccc(Cl)cc3)[nH]c2c1)N1CCOCC1
  A: 101.3; B: 102.3; C: 1.1; D: -1.96; E: -10.5; F: -4.2; G: 0.96; H: -2.6; I: -1.1; J: 1.1

> CN(c1ccccc1)S(=O)(=O)c1cccc(NC(=O)Cc2c(F)cccc2Cl)c1
  A: 104.2; B: 109.2; C: -13.9; D: -1.32; E: -10.0; F: -4.8; G: 1.03; H: -10.4; I: 13.9; J: 1.1

> COc1ccc(NC(=O)COC(=O)[C@@H]2CCCN2S(=O)(=O)c2ccccc2F)c(OC)c1
  A: 99.9; B: 101.0; C: 9.8; D: 0.501; E: -4.5; F: 1.4; G: 1.31; H: -2.6; I: -9.8; J: 1

> O=C(NC1CC1)C1=C[C@@H](c2ccccc2)C[C@@H](OCCCCO)O1
  A: nt; B: 101.5; C: 6.1; D: nt; E: -3.6; F: nt; G: 1.14; H: 0.0; I: -6.1; J: 1

> CCCn1c(SCc2nc3ccccc3s2)n[nH]c1=O
  A: 124.4; B: 134.0*; C: -118.8; D: -0.0144; E: 34.2; F: -18.4; G: 2.13; H: -35.9; I: 118.8; J: 0.7

> O=C(Nc1cccc(-c2cn3c(n2)SCC3)c1)c1ccc2ccccc2n1
  A: 110.9; B: 134.6*; C: -86.8; D: 0.814; E: 32.5; F: -12.2; G: 1.12; H: -38.6; I: 86.8; J: 0.7

> CCCCCCNC1=NCCS1
  A: 100.7; B: 99.7; C: -2.4; D: -0.00537; E: -3.9; F: -0.2; G: 1.02; H: 1.0; I: 2.4; J: 1

> COc1ccc(C(=O)OCC(=O)Nc2ccc(Cl)c(C(F)(F)F)c2)c(OC)c1OC
  A: 101.0; B: 99.0; C: -13.7; D: -1.29; E: -4.1; F: -2.6; G: 0.93; H: 1.1; I: 13.7; J: 1

Compound profiles, as listed above:
Listed for `O=C(Nc1cccc(-c2cn3c(n2)SCC3)c1)c1ccc2ccccc2n1` → STAT3 activator = 110.9; STAT1 activator = 134.6*; APP transl inh = -86.8; ROMK primary = 0.814; FLuc inhib CS = 32.5; STAT3 inh = -12.2; NF-kB neuron act = 1.12; STAT1 blocker = -38.6; APP 5'UTR act = 86.8; FLuc stim CS = 0.7
Listed for `CN(c1ccccc1)S(=O)(=O)c1cccc(NC(=O)Cc2c(F)cccc2Cl)c1` → STAT3 activator = 104.2; STAT1 activator = 109.2; APP transl inh = -13.9; ROMK primary = -1.32; FLuc inhib CS = -10.0; STAT3 inh = -4.8; NF-kB neuron act = 1.03; STAT1 blocker = -10.4; APP 5'UTR act = 13.9; FLuc stim CS = 1.1

Entries shown so far that have a halogen, in the order listed:
Field names: A = STAT3 activator; B = STAT1 activator; C = APP transl inh; D = ROMK primary; E = FLuc inhib CS; F = STAT3 inh; G = NF-kB neuron act; H = STAT1 blocker; I = APP 5'UTR act; J = FLuc stim CS
> O=S(=O)(c1cccs1)N1CCC(CO)(Cc2cccc(F)c2)CC1
  A: 99.8; B: 98.5; C: 6.5; D: -0.942; E: 0.4; F: 7.3; G: 1.18; H: -0.4; I: -6.5; J: 1

> O=S(=O)(c1ccc2nc(SCc3ccc(Cl)cc3)[nH]c2c1)N1CCOCC1
  A: 101.3; B: 102.3; C: 1.1; D: -1.96; E: -10.5; F: -4.2; G: 0.96; H: -2.6; I: -1.1; J: 1.1

> CN(c1ccccc1)S(=O)(=O)c1cccc(NC(=O)Cc2c(F)cccc2Cl)c1
  A: 104.2; B: 109.2; C: -13.9; D: -1.32; E: -10.0; F: -4.8; G: 1.03; H: -10.4; I: 13.9; J: 1.1

> COc1ccc(NC(=O)COC(=O)[C@@H]2CCCN2S(=O)(=O)c2ccccc2F)c(OC)c1
  A: 99.9; B: 101.0; C: 9.8; D: 0.501; E: -4.5; F: 1.4; G: 1.31; H: -2.6; I: -9.8; J: 1

> COc1ccc(C(=O)OCC(=O)Nc2ccc(Cl)c(C(F)(F)F)c2)c(OC)c1OC
  A: 101.0; B: 99.0; C: -13.7; D: -1.29; E: -4.1; F: -2.6; G: 0.93; H: 1.1; I: 13.7; J: 1

Source: PubChem BioAssay
